RGS4 block = inhibitors of human RGS4; P49798; HEK293 M3R/RGS4 inducible, Fluo-4 calcium flux; hits give high values; triggered by carbachol at its EC20; B-score at 10 µM; 310,000 tested, 0.45% active;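 active = B-score, a plate-corrected calcium signal, over three deviations above library mean, with baseline fluorescence within five deviations of library mean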;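 note: RGS4 expression induced by doxycycline in cells with stable M3 receptor; B-score is computed from the integrated fluorescence ratio over baseline after carbachol; higher B-score means a larger calcium signal and so more RGS4 inhibition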
TMEM16A inh = blocks the mouse calcium-activated chloride channel TMEM16A | normalized B-score (activity score, 25-100; higher = stronger inhibition) at 10 µM | Q8BHY3 | 310,000 tested, 1.2% active | AID 588511 | HEK293 TMEM16A/YFP iodide influx fluorescence, ionomycin;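 active = ratio plate-corrected score three or more library SD toward inhibition, starting fluorescence score within five deviations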;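 note: score derived from kinetic fluorescence span divided by baseline fluorescence per well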
TRPC6 inh = blocks the mouse TRPC6 cation channel; Q61143; HEK293-TRPC6, membrane potential dye, ACh-evoked depolarization; hits give low values; B-score at 10 µM; 310,000 tested, 1.1% active; AID 2553;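 active = B-score under library mean minus 3 SD, initial fluorescence not abnormally high, positive integrated signal ratio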;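 note: B-score derived from integrated fluorescence ratio over the kinetic read; more negative B-score means stronger inhibition of depolarization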
Target sequence (Q61143 whole entry, looked up): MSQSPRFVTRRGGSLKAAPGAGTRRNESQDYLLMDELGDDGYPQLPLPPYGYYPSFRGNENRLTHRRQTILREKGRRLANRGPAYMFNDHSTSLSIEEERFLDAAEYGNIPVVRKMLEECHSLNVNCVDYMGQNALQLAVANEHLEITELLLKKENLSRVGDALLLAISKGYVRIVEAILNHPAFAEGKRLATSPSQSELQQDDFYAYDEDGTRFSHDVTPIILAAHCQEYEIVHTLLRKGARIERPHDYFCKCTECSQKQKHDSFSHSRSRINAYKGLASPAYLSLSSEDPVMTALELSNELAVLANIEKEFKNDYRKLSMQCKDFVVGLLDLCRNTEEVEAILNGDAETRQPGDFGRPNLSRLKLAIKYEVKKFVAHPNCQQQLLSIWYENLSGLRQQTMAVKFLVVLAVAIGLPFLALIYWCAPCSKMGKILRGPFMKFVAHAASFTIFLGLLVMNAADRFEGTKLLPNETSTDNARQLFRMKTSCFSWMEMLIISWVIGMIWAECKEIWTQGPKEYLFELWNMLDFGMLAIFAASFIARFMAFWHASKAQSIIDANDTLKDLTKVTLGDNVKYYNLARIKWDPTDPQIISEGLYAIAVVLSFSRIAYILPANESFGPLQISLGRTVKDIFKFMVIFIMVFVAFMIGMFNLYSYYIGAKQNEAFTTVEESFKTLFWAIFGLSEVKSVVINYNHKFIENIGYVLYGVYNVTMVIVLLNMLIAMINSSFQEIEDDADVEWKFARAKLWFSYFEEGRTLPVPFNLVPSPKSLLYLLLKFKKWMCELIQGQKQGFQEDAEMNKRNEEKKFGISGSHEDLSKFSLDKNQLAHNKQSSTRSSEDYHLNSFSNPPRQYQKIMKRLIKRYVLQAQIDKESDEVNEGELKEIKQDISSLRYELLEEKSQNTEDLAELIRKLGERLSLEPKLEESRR
TRPC6 activator = mouse TRPC6 channel activation. 310,000 tested, 0.13% active. AID 2550. HEK293-TRPC6 membrane potential dye fluorescence; hits give high values. Q61143. B-score at 10 µM;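 active = B-score of the integrated fluorescence ratio above library mean plus 3 SD, and starting fluorescence ratio within library mean plus 5 SD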;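 note: higher score means more depolarization so channel activation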
TMEM16A act = mouse TMEM16A channel activation, primary screen. B-score at 10 µM. AID 623877. HEK293 TMEM16A/YFP-H148Q/I152L, iodide quench fluorescence; hits give low values. 340,000 tested, 0.3% active;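 active = fluorescence-ratio B-score plate-corrected deviation score at least 3 library SD below zero, with starting fluorescence score within 5 deviations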;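 note: channel opened by trigger with iodide after compound preincubation; score built on the fluorescence ratio of max minus min over baseline; more negative score means more quench and so TMEM16A activation or potentiation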
TRPC4 potent = allosterically enhances the mouse TRPC4 cation channel; HEK293 TRPC4beta/mu-opioid, DAMGO EC20, Fluo-4 Ca2+ flux; hits give high values; 310,000 tested, 0.42% active; B-score at 10 µM; AID 2227; Q9QUQ5;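 active = B-score of calcium response area above 5 SD of library B-scores, with initial fluorescence ratio within 5 SD of library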;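 note: B-score of integrated fluorescence ratio over time as area under calcium response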
MrgX1 antag = blocks BAM8-22 activation of human MrgX1 receptor; 310,000 tested, 1.3% active; B-score at 10 µM; Q96LB2; MRGX1-HEK293 calcium flux, Fluo-4, BAM8-22 antagonism; hits give low values;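 active = calcium-response B-score plate-corrected more than 3 library SD below zero, starting fluorescence within 5 deviations, no agonist response on first addition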;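 note: peak minus trough fluorescence over baseline after final BAM8-22 challenge near maximal dose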
TRPC4 agonist = activators of mouse TRPC4 channel; Q9QUQ5; HEK293 TRPC4beta/mu-opioid, Fluo4 calcium fluorescence; hits give high values; B-score at 10 µM; 310,000 tested, 0.49% active;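 active = B-score above 5 SD of library B-scores, and initial fluorescence ratio not above library mean plus 5 SD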;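 note: positive B-score marks a calcium rise read as TRPC4 activation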
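Material: TRPC4beta and mu-opioid receptor HEK293 stable cells | Incubation: 45 min room-temperature Fluo4 loading, 110 s read | Detection: Kinetic Fluo4 calcium fluorescence | Measure: Integrated baseline-normalised fluorescence ratio, converted to per-well B score | Benchmarks: Low control buffer alone, high control maximal DAMGO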
MrgX1 ag = activates human MrgX1 receptor signaling. Q96LB2. MrgX1-HEK293 cells, Fluo-4 calcium fluorescence, agonist mode; hits give high values. B-score at 10 µM. 310,000 tested, 0.44% active;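 active = calcium response B-score plate-corrected fluorescence ratio at least 3 library SD, with starting fluorescence B-score inside 5 SD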
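times = overnight plating, then 30 min 37 °C plus 30 min room-temperature dye loading | assay system = stable human MrgX1 HEK293 cell line | input = fifteen thousand cells per well | signal = kinetic calcium dye fluorescence, Fluo-4 NW | dosing = compound delivered in addition one of three | read-out = B-scored fluorescence response ratio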
TRPC4 block = TRPC4 (mouse) channel inhibition; 300,000 tested, 0.39% active; B-score at 10 µM; Q9QUQ5; HEK293 TRPC4beta/mu-opioid, DAMGO-evoked Fluo4 calcium flux; hits give low values; AID 2247;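 active = B-score over 3 SD under the library average, no early fluorescence shift, positive overall ratio signal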
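System: stable TRPC4beta/mu-opioid receptor HEK293 cells; Dosing: single-point compound dosing; Measured by: Fluo4 Ca2+ flux fluorescence; Read-out basis: per-well B score of integrated baseline-normalized Fluo4 ratio.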
MrgX1 PAM = allosterically activates human MrgX1 receptor signaling; AID 588675; Q96LB2; 310,000 tested, 0.63% active; MrgX1-HEK293, Fluo-4 calcium flux, FDSS; hits give high values; B-score at 10 µM;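 active = plate-corrected calcium response at least 3 library SD above typical, normal starting fluorescence, not activating the receptor alone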;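 note: compound read alongside a low EC10 to EC30 dose of BAM8-22 agonist; peak minus trough fluorescence over baseline measured at the second addition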
Numbers without * were called inactive; i = inactive; . = no result given.

SMILES	RGS4 block	TMEM16A inh	TRPC6 inh	TRPC6 activator	TMEM16A act	TRPC4 potent	MrgX1 antag	TRPC4 agonist	MrgX1 ag	TRPC4 block	MrgX1 PAM
CCn1cc(C(=O)NC(C)C)c(=O)c2cc(F)c(N3CCN(C(=O)c4ccco4)CC3)cc21	i	i	i	i	i	i	i	i	i	i	i
O=C(OCc1nc2ccc(Cl)cc2n1CCO)c1ccccc1	i	i	i	i	i	i	i	i	i	i	i
O=C(N/N=C/c1ccc(-c2ccccc2)o1)c1ccccc1O	i	i	i	i	i	i	i	i	i	i	i
Cc1sc(NC(=O)c2ccc3ncsc3c2)c(C(N)=O)c1C	i	i	i	i	i	i	i	i	i	i	i
Cc1ccc2[nH]c(CSc3ccccc3)cc(=O)c2c1	i	i	i	i	i	i	i	i	i	i	i
COC(=O)c1cn(-c2cccc(C)n2)cn1	i	i	i	i	i	i	i	i	i	i	i
COc1ccc(OC)c(C2=NOC(C(=O)Nc3cccnc3)C2)c1 (configuration not stated)	i	i	i	i	i	i	i	i	i	i	i
O=S(=O)(NC1CCCCC1N1CCN(c2cccc(Cl)c2)CC1)c1ccccc1 (configuration not stated)	i	i	i	i	i	i	i	i	i	i	i
Cc1ncc(C23CC4CC(CC(C4)C2)C3)[nH]1	i	i	i	i	i	i	i	i	i	i	i
O=C(CSc1nnc(-c2ccc(S(=O)(=O)N3CCCC3)cc2)n1CC1CCCO1)NC1CC1 (configuration not stated)	i	i	i	i	i	i	i	i	i	i	i
CC(C)(C)C(=O)n1nc(-c2ccccc2)oc1=O	i	i	i	i	i	i	i	i	i	i	i
O=C(NC(=S)Nc1ccc(Br)cc1)C1CCCCC1	i	i	i	i	i	i	i	i	i	i	i
Cc1ccc(CSc2nc3[nH]ncc3c(=O)[nH]2)cc1	i	i	i	i	i	i	i	i	i	i	i
C=CCn1c(Cc2csc(N)n2)nnc1SCC(=O)Nc1ccc(C(=O)OCC)cc1	i	i	i	i	i	i	i	i	i	i	i
Cc1cccc(NC(=O)c2cc(-c3ccc(C)s3)nc3ccccc23)n1	i	i	i	i	i	i	i	i	i	i	i
CCN(CC(=O)NCc1ccc(Cl)cc1)C(=O)NCc1ccc(Cl)cc1	i	i	i	i	i	i	i	i	i	i	i
Cc1ccn2c(=O)c(C(=O)O)cnc2c1	i	i	i	i	i	i	i	i	i	i	i
C=CCn1c(C2CC2)n[nH]c1=S	i	i	i	i	i	i	i	i	i	i	i
COC(=O)C[C@H]1c2cc(C(F)(F)F)ccc2S(=O)(=O)N1C(C)(C)C	i	i	i	i	i	i	i	i	i	.	i
OCCN=c1cc(-c2ccccc2)oc2ccc(Cl)cc12	i	i	-8.8*	i	i	i	i	i	i	i	i
COc1cc(OC)c(OC)cc1/C=C(\C#N)C(=O)NCc1cccs1	i	i	i	i	i	i	i	i	i	i	i
C=CCN1CCN(C(c2cc(OC)ccc2OC)c2nnnn2CC2CCCO2)CC1 (configuration not stated)	i	i	i	i	i	i	i	i	i	i	i
CCn1ccnc1CN(C)Cc1nc(-c2ccc3c(c2)OCO3)no1	i	i	i	i	i	i	i	i	i	i	i
Cn1ccnc1SCC(=O)c1ccc(C#N)cc1	i	i	i	i	i	i	i	i	i	i	i
Cn1c(-c2ccc(F)cc2)cnc1SCC(=O)Nc1ccccc1N1CCOCC1	i	i	i	i	i	i	i	i	i	i	i
COc1ccc(NC(=O)C2CC(c3ccc(Cl)cc3)=NO2)cc1 (configuration not stated)	i	i	i	i	i	i	i	i	i	i	i
CC1C(=O)N2CCCc3cc(NS(=O)(=O)c4ccccc4)cc1c32 (configuration not stated)	i	i	i	i	i	i	i	i	i	i	i
COC(=O)c1ccc(NC(=O)C2CC(=O)N(c3ccc(C)cc3)C2)cc1 (configuration not stated)	.	i	.	.	i	.	i	.	i	.	i
CC(=O)c1ccccc1OCc1ccc(C(=O)c2ccccc2)cc1	i	25*	i	i	i	i	i	i	i	i	i
CC(C)CNC(=O)C1c2ccccc2Oc2ccccc21	i	i	i	i	i	i	i	i	i	i	i
CCc1ccc2[nH]c(=O)c(CN(Cc3ccc(OC)cc3)Cc3nnnn3CCOC)cc2c1	i	.	i	i	i	i	.	i	.	i	.
Cc1ccc2cc([N+](=O)[O-])ccc2n1	i	i	i	i	i	i	i	i	i	i	i
O=C(Nc1ccon1)c1cccc(Cl)c1	i	i	i	i	i	i	i	i	i	i	i
O=C(COC(=O)c1ncc(Cl)c(Cl)c1Cl)Nc1ccc(Cl)cn1	i	i	i	i	i	i	i	i	i	i	i
COc1cccc(-c2nnc(SCC(=O)N3CCCC3=O)n2-c2ccccc2)c1	i	i	i	i	i	i	i	i	i	i	i
COc1ccc(CNC(=O)CCNS(=O)(=O)c2ccc(Br)s2)cc1	i	i	i	i	i	i	i	i	i	i	i
COc1cc(/C=N/NC(=O)Cc2ccccc2)cc(OC)c1OC	i	i	i	i	i	i	i	i	i	i	i
O=C(NC(Cc1ccc2c(c1)OCO2)C(=O)NC(Cc1ccccc1)C(=O)O)c1ccccc1 (configuration not stated)	i	i	i	i	i	i	i	i	i	i	i
COc1ccc(CNC(=O)CCS(=O)(=O)Cc2ccc(C)cc2)c(OC)c1	i	i	i	i	i	i	i	i	i	i	i
O=C(COc1ccc2c(c1)CCC2)NCc1cccc(Cl)c1	i	i	i	i	i	i	i	i	i	i	i
O=S(=O)(CCC1CCCCN1)c1ccccc1 (configuration not stated)	i	i	i	i	i	i	i	i	i	i	i
Cc1ccc(NC(=O)COC(=O)Cc2cccs2)cc1S(=O)(=O)N1CCOCC1	i	i	i	i	i	i	i	i	i	i	i
O=C(c1cc2ncc(Br)cn2n1)N1CCCCC1	i	i	i	i	i	i	i	i	i	i	i
CCc1cccc(C)c1NC(=O)C(c1ccccc1)N1CCC1=O (configuration not stated)	i	i	i	i	i	i	i	i	i	i	i
COC(=O)c1sc(N)c(C(=O)OC)c1COC(=O)CNS(=O)(=O)c1ccc(C)c(C)c1	i	i	i	i	i	i	i	i	i	i	i
COc1ccc2nc(NC(=O)C3CCCO3)sc2c1 (configuration not stated)	i	i	i	i	i	i	i	i	i	i	i
CC1CC(C)(C)N(C(=O)CN2CCN(C)CC2)c2ccccc21 (configuration not stated)	i	i	i	i	i	i	i	i	i	i	i
Fc1cnc(N2CCOCC2)nc1NCc1ccccc1	i	i	i	i	i	i	i	i	i	i	i
CCOc1ccc(N/C=C/C(=O)c2ccccc2)cc1	i	i	i	i	i	i	i	i	i	i	i
CCSC1=C(C#N)C(c2ccc3c(c2)OCO3)C2=C(CCCC2=O)N1 (configuration not stated)	i	i	i	i	i	i	i	i	i	i	i

Continuation:
SMILES	RGS4 block	TMEM16A inh	TRPC6 inh	TRPC6 activator	TMEM16A act	TRPC4 potent	MrgX1 antag	TRPC4 agonist	MrgX1 ag	TRPC4 block	MrgX1 PAM
CC1(C)C2CCC13CS(=O)(=O)N[C@@H]3C2 (some centres not stated)	i	i	i	i	i	i	-9.4*	i	i	i	i
CCOCCCNC(=O)C1CCCN1C(=O)Nc1ccccc1[N+](=O)[O-] (configuration not stated)	i	i	i	i	i	i	i	i	i	i	i
Cc1nn(C)cc1S(=O)(=O)N1CCCCC1C (configuration not stated)	i	i	i	i	i	i	i	i	i	i	i
NC(=O)C1CCN(c2cc(Cl)nc(N)n2)CC1	i	i	i	i	i	i	i	i	i	i	i
Cc1cccc(C(=O)N/N=C/c2ccc(OC3CSC3)cc2)c1	i	i	i	i	i	i	i	i	i	i	i
COc1ccc(/C=N/Nc2nc(C)c([N+](=O)[O-])c(N(C)c3ccccc3)n2)cc1OC	i	i	i	i	i	i	i	i	i	i	i
Cc1cccc(C)c1NC(=O)CSC(=S)N1CCCC1	i	i	i	i	i	i	i	i	i	.	i
Cc1ncc([N+](=O)[O-])n1CC(=O)N/N=C/c1ccc(F)cc1	i	i	i	i	i	i	i	i	i	i	i
CCN1CCN(c2ccc(S(=O)(=O)N3CCCCC3)cc2NC(=O)Cc2c(Cl)cccc2Cl)CC1	i	i	i	i	i	i	i	i	i	i	i
CCOC(=O)c1nc(C)n(-c2ccc([N+](=O)[O-])cc2)n1	i	i	i	i	i	i	i	i	i	i	i
CCOc1ccc(N2C(=O)CC(N(O)c3ccccc3)C2=O)cc1 (configuration not stated)	i	i	i	i	i	i	i	i	i	i	i
COCc1c(C(=O)N/N=C\c2cccnc2)nnn1-c1nonc1N	i	i	i	i	i	i	i	i	i	i	i
COc1ccc(C(=O)C2CCN(C(=S)Nc3ccc(F)cc3)CC2)cc1	i	i	i	i	i	i	i	i	i	i	i
Fc1cc(Br)ccc1NC(=S)Nc1cccnc1	i	i	i	i	i	i	i	i	i	i	i
COc1ccccc1NC(=O)CSc1nc2sc(C)c(C)c2c(=O)n1C	i	i	i	i	i	i	i	i	i	i	i
CCc1c(O)nc(SCC(=O)N2CCc3cc(OC)c(OC)cc3[C@@H]2C)[nH]c1=O	i	i	i	i	i	i	i	i	i	i	i
COc1cc(NC2=CC(=O)CC(C)(C)C2)cc(OC)c1	i	i	i	i	i	i	i	i	i	i	i
Cc1cc(C)cc(NC(=O)C2CCCN(c3nc(C)cc(C)n3)C2)c1 (configuration not stated)	i	i	i	i	i	i	i	i	i	i	i
O=C(NNC(=O)c1ccccc1Br)c1ccc(Cl)c(Cl)c1	i	i	i	i	i	i	i	i	i	i	i
C=CCNc1nc2ccccc2nc1NS(=O)(=O)c1cccc(C)c1	i	i	i	i	i	i	i	i	i	i	i
Cc1ccc(-c2nn[nH]n2)o1	i	i	i	i	i	i	i	i	i	i	i
CCCC(=O)N1CCC(CCC(=O)NC2CC2)CC1	i	i	i	i	i	i	i	i	i	i	i
